# phage Ecoli inh: E. coli growth loss with phage present | growth absorbance | inhibition, % at 11.9 µM | hit rate 0.26% among 360,000; in the data active means inhibition above about 11%
# Wnt act: activates Wnt/beta-catenin signaling in a reporter cell assay | activation, % at 9.35 µM | hit rate 1.2% among 300,000 | activator, plate reader; in the data active means activation above about 30%, passing the limit was not always enough; inconclusive means no clear call, values can overlap the other calls;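 further: 0% = neutral control wells and 100% = positive control wells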
# * marks the source's active call; other numbers are inactive results; ? = inconclusive. Not all compounds are listed, so the mix of outcomes need not match the whole.
# The opening 2 records, to show the layout:
SMILES	Wnt act	phage Ecoli inh
Cc1nccn1-c1ccc(NC(=O)[C@@H](Cc2ccccc2)NC(=O)[C@H]2O[C@@H](n3ccc(=O)[nH]c3=O)[C@H](O)[C@@H]2O)cc1	-3	3.8
CCOC(=O)C1=CCN(S(=O)(=O)c2ccc(F)cc2)C1c1ccc(C)cc1 (stereo unspecified)	-2	2.5

# Main list, repeating the preview:
SMILES	Wnt act	phage Ecoli inh
Cc1nccn1-c1ccc(NC(=O)[C@@H](Cc2ccccc2)NC(=O)[C@H]2O[C@@H](n3ccc(=O)[nH]c3=O)[C@H](O)[C@@H]2O)cc1	-3	3.8
CCOC(=O)C1=CCN(S(=O)(=O)c2ccc(F)cc2)C1c1ccc(C)cc1 (stereo unspecified)	-2	2.5
N#Cc1cccc(C(=O)C(=O)N2CCC(c3ccccc3)CC2)c1	0	0.1
CCCCNC(=O)C[C@@H]1C[C@@]2(C(=O)OC)CCCCC=C2N(Cc2ccccc2)C1=O	-3	-2.3
Cn1c(NCc2cccnc2)nc2cc(-c3ccc(F)cc3)sc2c1=O	27	1.3
CCNC(=O)OC[C@H]1O[C@H](C#Cc2ccc(C(C)(C)C)cc2)C=C[C@H]1OC(C)=O	?	0.8
COC(=O)[C@@]12C[C@@H](CC(=O)N3CCCCC3)C(=O)N(Cc3ccc4c(c3)OCO4)C1=CCC(C)(C)C2	-3	3.0
CCc1nc2ccc(C(=O)N3CCN(C(=O)c4ccco4)CC3)cn2c1N(C)Cc1ccc(OC)cc1	-3	0.3
COc1ccc(Cc2c(C(C)(C)C)nc3ccc(Cl)cn23)c(C)c1	-1	0.2
CCCNC(=O)C1(C)CCCN(C(=O)c2cc3ccccc3s2)C1 (stereo unspecified)	-1	2.8
CC1(C(=O)NCc2cccc(C(F)(F)F)c2)CCN1Cc1ccc(-c2ccccc2)o1 (stereo unspecified)	-2	0.5
COc1ccc(-c2cc3c(c4c2ccn4C)C2CCC3C2)cn1 (stereo unspecified)	-1	-0.4
COc1ccc(Cn2cc(CN3CC(N4CCCC4)CS3(=O)=O)nn2)cc1 (stereo unspecified)	-4	-1.1
CN(C)CCN1CCN(C2CN(Cc3cn(Cc4ccc(Cl)cc4)nn3)S(=O)(=O)C2)CC1 (stereo unspecified)	-3	0.0
O=C1NC[C@H](Cc2ccc(O)cc2)N(CCc2cccc(F)c2)C1=O	0	2.1
CSc1ccc(CN2CCC(C)(Oc3ccccc3)C2)cc1 (stereo unspecified)	-1	3.1
COC(=O)c1ccc(Cn2c(C)c(C(=O)NCc3ccc([N+](=O)[O-])cc3)sc2=O)o1	-3	3.3
CCCCNC(=O)C1(C)CCN1C(=O)c1cc2ccccc2s1 (stereo unspecified)	-1	2.2
C[C@H](c1ccccc1)N1C[C@H](COCc2ccccc2)Oc2cc(N3CCC[C@H]3C(N)=O)ccc2S1(=O)=O	-3	2.5
CCOC(=O)C1(C)CCCN(C(=O)c2cccc3ccccc23)C1 (stereo unspecified)	0	2.0
COc1ccc(C(=O)N2CCCCC2c2cc(C(=O)Nc3ccc(OC)cc3C)no2)cc1 (stereo unspecified)	1	-2.5
O=S1(=O)c2c(cccc2N2CCCC2)O[C@H](COCc2ccccc2)CN1C1CC1	-3	2.8
O=S1(=O)N[C@@H](Cc2ccccc2)COc2cc(N3CC[C@H](O)C3)ccc21	-2	1.2
CC(C)CC(N)c1csc(Nc2ccccn2)n1 (stereo unspecified)	-2	-3.1
C[C@@H]1ON(C)[C@H]2C[C@H]3c4cc(-c5ccc6c(c5)OCO6)ccc4CCN3C[C@@H]12	1	2.4
COc1cc(Cn2c3ccc(NC(=O)CCc4cccnc4)cc3c(=O)n2C)ccc1F	0	0.4
CCCNC(=O)C1(C)CCCN(CC(=O)c2ccccc2OC)C1 (stereo unspecified)	-1	2.0
COc1cccc(-c2sc3ccc(OC)cc3c2-c2cnc(N3CCOCC3)nc2)c1	17	1.3
Cc1ccc(Cc2c(-c3ccccc3)nc3cc(C)c(Br)c(C)n23)cc1	2	0.2
CS(=O)(=O)/C(C#N)=C/c1cccn1S(=O)(=O)c1ccc([N+](=O)[O-])cc1	-1	3.6
Cc1cccc(C)c1Cn1c(C)c(C(=O)NCc2ccc([N+](=O)[O-])cc2)sc1=O	-5	2.4
CC(N)c1csc(Nc2ccc(C(=O)NCCO)cc2)n1 (stereo unspecified)	1	0.6
COC(=O)C1=C(C)N(Cc2cccc(C(F)(F)F)c2)C(=NCc2ccc3c(c2)OCO3)NC1c1ccccc1 (stereo unspecified)	-20	1.0
CC1(Cc2ccc(F)cc2)C(=O)Nc2c(Cl)ccc(Cl)c21 (stereo unspecified)	-4	2.5
CC1(C)OC(=O)C2=C(C[C@@H](C3CCCCC3)O[C@@H]2c2ccc(Cl)cc2)O1	-1	2.4
CCCN1CCC(C(=O)NC(c2ccc(Cl)cc2)c2ccsc2)CC1 (stereo unspecified)	-1	1.2
O=C(NN1CCCCC1)NN1CCCCC1	0	2.2
CC(C)CC(N)c1csc(Nc2ccc(C(F)(F)F)cn2)n1 (stereo unspecified)	-1	2.1
Clc1cccc(-c2nc3c4ccccc4ccn3c2Cc2ccsc2)c1	-1	-1.1
CCNC(=O)N1CCN(c2ccc(N3CCN(Cc4ccccc4)[C@@H](C)C3)c(C)c2)[C@H](C)C1	-3	-0.5
CCOC(=O)C1(C)CCCN1C(=O)c1ccc(Cl)nc1 (stereo unspecified)	-1	3.6
O=C(c1ccc(-c2ccccc2)cc1)N1CCN(c2ccc3c(c2)C2CC3CCN2C(=O)OCc2ccccc2)CC1 (stereo unspecified)	-1	0.1
COc1cccc(C(=O)N[C@H](C(=O)N2CCC[C@H]2C(=O)NCCc2ccccc2Cl)c2ccccc2)c1	-4	1.9
CC(C)C[C@H]1CNC(=O)C(=O)N1C[C@@H]1CCCN1C[C@H](Cc1ccccc1)N1C[C@H](CC(C)C)N(CC2CCCCCC2)C(=O)C1=O	-3	-0.9
CC1(C(=O)NS(=O)(=O)c2ccccc2)CCN1C(=O)c1ccccc1 (stereo unspecified)	-1	2.5
COc1ccccc1C(NC(=O)C1CCN(CCOc2ccc(Cl)cc2)CC1)c1ccccn1 (stereo unspecified)	0	2.3
O=C(N[C@H](Cc1ccccc1)C(=O)N1CCCN(Cc2ccccc2F)CC1)[C@H]1O[C@@H](n2ccc(=O)[nH]c2=O)[C@H](O)[C@@H]1O	-4	1.6
COc1cc(NC(=O)c2ccc(-c3cnn(C)c3)c3ccoc23)cc(OC)c1OC	-3	1.8
COc1ccc(CC(N)c2csc(NC(=O)NCCc3ccccc3)n2)cc1 (stereo unspecified)	-1	1.2
Nc1[nH]c(C(=O)c2ccccc2)c(-c2ccc(Cl)cc2)c1C(=O)c1c[nH]c2ccccc12	-1	2.5
CCNC(=O)C1(C)CCCN1C(=O)c1c(F)cccc1F (stereo unspecified)	-1	4.0
COc1ccc(CCc2nc3ccccc3n2C(CCc2ccccc2)c2nc3ccccc3[nH]2)cc1 (stereo unspecified)	-3	1.4
O=C(NCCc1ccccc1)C1Cc2c(-c3ccccc3)ccnc2O1 (stereo unspecified)	-4	1.8
O=C(OC1CC2CC1[C@H]1CCCCN1C2=O)N1CCN(c2ccccc2)CC1 (stereo partly specified)	0	3.6
CC(O)(c1ccccc1)c1nc(-c2cccc(C#N)c2)cs1 (stereo unspecified)	-7	1.6
CN(C)CCCNc1nc2cc(-c3ccc4c(ccn4C)c3)sc2c(=O)n1C	1	2.9
OC(c1cc(F)cc(Cl)c1)c1ncc(-c2cccc(C(F)(F)F)c2)[nH]1 (stereo unspecified)	-1	5.6
O=C(NCC1CCN(C(=O)C(=O)c2cc3ccccc3o2)CC1)c1ccc2c(c1)OCC2	0	3.2
CC(O)(c1cccnc1)c1nc(-c2cccc3cccnc23)cs1 (stereo unspecified)	2	0.8
COc1cccc(C(=O)c2ccccc2C(=O)O)c1	-1	2.0

# Remaining list, next part
SMILES	Wnt act	phage Ecoli inh
COc1ccc(-c2cc3c(c4c2ccn4C)C2CCC3O2)cc1OC (stereo unspecified)	0	1.7
CCc1ccc(N2C=C(C(=O)OC)C(c3ccc(OC)cc3)C(C#N)=C2N)cc1 (stereo unspecified)	-5	0.2
CSCCC(C(=O)Nc1c(C)cccc1C)n1c(-c2ccc(-c3ccccc3)cc2)nc2ccccc21 (stereo unspecified)	-1	3.0
CO[C@@H]1CN(C)C(=O)c2ccc(NC(=O)C3CCC3)cc2OC[C@H](C)N(CC2CCCCC2)C[C@H]1C	-2	2.7
CCCNC(=O)C1(C)CCN(C(=O)C(c2ccccc2)c2ccccc2)C1 (stereo unspecified)	-1	0.0
COc1ccc(-c2nc3cc(C)c(Br)c(C)n3c2Cc2ccc(C)cc2)cc1OC	-3	1.3
COc1ccc(NC(=O)C2(C)CCCN(C(C)=O)C2)cc1F (stereo unspecified)	-1	3.2
Cc1ccccc1S(=O)(=O)NC(=O)C1(C)CCN1C(=O)C1(c2ccc(Cl)cc2)CC1 (stereo unspecified)	-8	3.3
CCNC(=O)C1CCCN(Cc2cc(C(F)(F)F)ccc2Cl)CC1 (stereo unspecified)	1	3.2
CCCNC(=O)c1cc(C2CCCCN2C(=O)c2ccc(C#N)cc2)on1 (stereo unspecified)	5	1.4
CN1OC[C@@H]2CN(Cc3ccccc3)[C@H](c3ccc(N4CCCCC4)cc3)C[C@@H]21	-1	1.2
CC1(C(=O)NS(=O)(=O)C2CC2)CCCN(C(=O)c2ccco2)C1 (stereo unspecified)	-2	3.0
CC(C)(C)OC(=O)N1CCc2onc(-c3ccc(-n4cc(C5=CCCCC5)nn4)cc3)c2C1=O	-1	0.0
CC1(Cc2ccc(Cl)cc2)C(=O)Nc2ccc(S(=O)(=O)NC3CCCCC3)cc21 (stereo unspecified)	-8	4.1
O=C(/C=C/[C@H]1O[C@@H](n2cnc3c(NC(=O)c4ccccc4)ncnc32)[C@H](O)[C@@H]1O)NCC1CCCCC1	-4	2.2
CNC(=O)C[C@@H]1CC[C@@H]2[C@H](COC[C@H](O)CN2S(=O)(=O)c2ccccc2Cl)O1	0	3.2
COCCCn1cc(CN2CC(N3CCN(Cc4ccccc4F)CC3)CS2(=O)=O)nn1 (stereo unspecified)	-3	-0.2
Cc1cccc(C(O)c2ncc(-c3ccc(Cl)cc3)[nH]2)c1C (stereo unspecified)	-1	1.9
CC(=O)c1cccc(-c2ccnc3c2CC(C(=O)Nc2cccc(NS(C)(=O)=O)c2)O3)c1 (stereo unspecified)	2	1.1
N#Cc1cccc(NC(=O)c2cc(C3CCCCN3S(=O)(=O)c3ccccc3)on2)c1 (stereo unspecified)	0	1.7

# Full records, looked up by structure.
# Listed for COCCCn1cc(CN2CC(N3CCN(Cc4ccccc4F)CC3)CS2(=O)=O)nn1 (stereo unspecified) = Wnt act: -3; phage Ecoli inh: -0.2
# Listed for COc1ccc(NC(=O)C2(C)CCCN(C(C)=O)C2)cc1F (stereo unspecified) = Wnt act: -1; phage Ecoli inh: 3.2

# An excerpt from above in order of SMILES length, largest number first.
SMILES	Wnt act	phage Ecoli inh
O=C(/C=C/[C@H]1O[C@@H](n2cnc3c(NC(=O)c4ccccc4)ncnc32)[C@H](O)[C@@H]1O)NCC1CCCCC1	-4	2.2
CO[C@@H]1CN(C)C(=O)c2ccc(NC(=O)C3CCC3)cc2OC[C@H](C)N(CC2CCCCC2)C[C@H]1C	-2	2.7
COCCCn1cc(CN2CC(N3CCN(Cc4ccccc4F)CC3)CS2(=O)=O)nn1 (stereo unspecified)	-3	-0.2
COc1ccc(-c2cc3c(c4c2ccn4C)C2CCC3O2)cc1OC (stereo unspecified)	0	1.7

# New compounds follow:
SMILES	Wnt act	phage Ecoli inh
CC(=O)c1cccc(NC(=O)C2Cc3c(-c4cccc(C(C)=O)c4)ccnc3O2)c1 (stereo unspecified)	-5	2.5
c1ccc2c(C(c3nnnn3-c3ccc4c(c3)OCCO4)N3CCCCC3)ccnc2c1 (stereo unspecified)	-1	2.8
CCCN1CCCCC(NC(=O)c2cccs2)C1=O (stereo unspecified)	-4	2.6
COCCNc1nc(Nc2ccc(Cl)cc2F)c2sccc2n1	-4	2.0
CCCCn1nnnc1C(c1ccccc1)N1CCN(c2ccc(C(F)(F)F)cc2[N+](=O)[O-])CC1 (stereo unspecified)	-4	2.6
CCN(CC)C(=O)c1cccc(-c2csc(C(C)(NC(C)=O)c3ccccc3)n2)c1 (stereo unspecified)	-2	3.3
COc1ccccc1Cc1c(C(C)(C)C)nc2c(C)cc(Br)cn12	-1	2.3
COc1ccc(-c2csc(C(C)(O)c3ccc(F)c(F)c3)n2)cc1OC (stereo unspecified)	1	-1.7
O=C(NCc1ccccc1)c1cc(C2CCCCN2S(=O)(=O)c2cccc3cccnc23)on1 (stereo unspecified)	-1	-0.3
CCCCCCC(=O)NC1CCCCN(C)C1=O (stereo unspecified)	-2	-1.1
CC(=O)Nc1cncc(-c2cccc(C(=O)NC3CC3)c2)n1	0	1.9
CC1CCCN(c2cccc3c2S(=O)(=O)N(Cc2cccc(Cl)c2)[C@@H](C)[C@H](c2ccccc2)O3)C1 (stereo partly specified)	6	1.8
CCCNC(=O)C1(C)CCN(Cc2csc(-c3ccc(Cl)cc3)n2)C1 (stereo unspecified)	-2	3.2
CCCCOCCCNC(=O)C[C@@H]1C[C@@]2(C(=O)OC)CCCCC=C2N(Cc2cccc3ccccc23)C1=O	-3	2.1
N#Cc1ccc(C(=O)NCC2CCN(C(=O)C(=O)c3cccs3)CC2)cc1	1	-1.8
C[C@H](c1ccccc1)N1C[C@@H](COCc2ccccc2)Oc2cc(N3CC[C@@H](N(C)C)C3)ccc2S1(=O)=O	-2	0.7
COc1cc(-c2cc3nc(NCCc4ccncc4)ccn3n2)cc(OC)c1OC	-3	0.5
Cc1cccc(C)c1-n1nnnc1C1c2ccccc2C(=O)N1CCCN1CCOCC1 (stereo unspecified)	-4	4.4
CCc1nc2ccc(C(=O)N(C)CCN(C)C)cn2c1N(CC)CCOC	0	3.6
OC(c1cccc(Cl)c1)c1nc(/C=C/c2ccc(C(F)(F)F)cc2)cs1 (stereo unspecified)	0	-0.8

# High-throughput results from PubChem.
